SW480 rerep: induces DNA re-replication in SW480 colon adenocarcinoma cells. SW480 DNA re-replication, Hoechst DNA content imaging, 48 h. Potency, µM (highest dose often 46.1 µM), inactives show at the highest dose re-replication activation, hits mostly activators. actives 1.8% (n = 340,000). AID 624297; also: potency is read from the fitted curve at half-maximal effect; % of control where 0% means no effect; nearly all actives have a fitted effect of over 55% in size
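Per well, 250 cells were exposed to pinned compound for 48 hr. Nuclear DNA was visualised with Hoechst (40 min, 37 C) and total object intensity recorded by fluorescence scanning.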
D3 ag: activates the human D3 dopamine receptor. D3R DiscoveRx beta-arrestin cells, luminescence, 90 min. P35462. AID 652048. actives 0.58% (n = 410,000). max activation, %; in the data active = max activation above about 30%; also: 0% is about no effect; mostly tested at two doses, the higher about 12 µM
Target sequence (P35462 whole entry, looked up): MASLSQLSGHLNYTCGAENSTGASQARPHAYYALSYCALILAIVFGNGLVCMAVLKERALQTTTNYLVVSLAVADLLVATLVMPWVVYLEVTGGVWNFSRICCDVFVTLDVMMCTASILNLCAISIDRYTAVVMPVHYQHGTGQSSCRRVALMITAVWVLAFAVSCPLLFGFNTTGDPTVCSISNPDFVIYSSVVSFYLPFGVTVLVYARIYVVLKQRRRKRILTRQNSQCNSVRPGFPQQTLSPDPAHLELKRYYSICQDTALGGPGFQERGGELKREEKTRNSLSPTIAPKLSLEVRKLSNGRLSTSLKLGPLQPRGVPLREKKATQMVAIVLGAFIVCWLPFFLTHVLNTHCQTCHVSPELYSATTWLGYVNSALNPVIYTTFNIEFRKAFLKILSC
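Cells at 1500/well, incubated overnight, then treated with pinned compounds (dopamine as control) for 90 min at 37 degrees C. DiscoveRx reagent added for 30 - 60 minutes at room temperature; luminescence read.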
KB-V1 cytotox: KB-V1 MDR subline cytotoxicity | KB-V1 MDR cells viability, CellTiter-Glo, 72 h | Potency, µM (doses to about 46.1 µM), without a hit: at the top dose activity change, negative = cytotoxicity, usual class: cytotoxic | actives 3.4% (n = 400,000) | AID 1347076; also: potency is read from the fitted curve at half-maximal effect; % is scaled to controls: 0 for no effect and ±100 for the full control effect; nearly all actives have a fitted effect of over 60% in size
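Cytotoxicity toward P-gp-expressing KB-V1 cells was determined as loss of CellTiter-Glo luminescence after 72 h at 37 degrees C. Compounds were tested in quantitative HTS format across a concentration range, with curves fitted to normalized data.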
HT1080NT lethal: kills 2HG-producing HT-1080-NT fibrosarcoma cells. HT-1080-NT fibrosarcoma viability, CellTiter-Glo ATP luminescence, 48 h. Potency, µM (top dose mostly 46.1 µM), for inactives: at the top dose activity, negative = less viability, most hits filed as cytotoxic. actives 1.6% (n = 360,000). AID 686970;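 also: NT is the 2HG producing partner of a matched IDH1 knockdown line; potency is read from the fitted curve at half-maximal effect; 0% = DMSO-treated cells and -100% = media-only wells without cells; nearly all actives have a fitted effect of over 55% in size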
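Luminescent CellTiter-Glo readout after 48 hours of compound exposure at 37 degrees C defined viability of HT-1080-NT cells. Activity was normalized to DMSO wells and cell-free media wells; concentration-response curves were fitted and assigned curve classes.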
IL1B secr inh: blocks inflammasome-driven IL-1 beta release; activity change, % at 57.5 µM; THP-1 LPS/ATP IL-1B secretion, AlphaLISA, 16 h; hits give low values; actives 4.7% (n = 360,000); in the data active = activity change below about -50%; inconclusive = mostly about -30% to -49%; also: % is scaled to controls: 0 for no effect and ±100 for the full control effect
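Secreted IL-1B measured by AlphaLISA bead assay after 16 h compound exposure of THP-1 cells; compounds (final up to 57.5 uM) added 1 h before LPS (250 ng/mL) and ATP (1.25 mM) stimulation; lower signal means less secretion.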
HT1080 IDH1KD tx: kills HT-1080 cells with IDH1 knockdown; actives 2% (n = 360,000); Potency, µM (highest dose often 46.1 µM), without a hit: at the highest dose activity, negative = toxicity, actives largely listed as cytotoxic; HT-1080 IDH1 knockdown viability, ATP luminescence, 48 h; AID 686971;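 also: potency is read from the fitted curve at half-maximal effect; 0% = DMSO wells and -100% = cell-free medium wells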
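Knockdown cells (IDH1KD HT-1080) received compounds 2 h after plating at 750 cells/well and were kept 48 h at 37 °C in 5% FBS RPMI. A CellTiter-Glo luminescence read gave % activity for curve fitting.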
KB-3-1 tox: kills parental KB-3-1 adenocarcinoma cells; KB-3-1 viability, CellTiter-Glo ATP luminescence, 72 h; Potency, µM (top dose mostly 46.1 µM), for the others: top-dose activity change, negative = cytotoxic, actives largely listed as cytotoxic; actives 1.4% (n = 400,000); AID 1347075; also: potency is read from the fitted curve at half-maximal effect; % is scaled to controls: 0 for no effect and ±100 for the full control effect; nearly all actives have a fitted effect of over 60% in size
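Screening of KB-3-1 cells (DMEM, 10% FBS, phenol-red free) ran from lowest to highest compound concentration; after 72 h at 37 °C viability was read luminescently and curves fitted.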
MCF10A rerep: inducers of DNA re-replication in MCF 10A breast cells; actives 2.9% (n = 350,000); Potency, µM (doses to about 46.1 µM), inactives show at the top dose activity, positive = re-replication, usual class: activators; MCF 10A DNA re-replication, Hoechst nuclear intensity, 48 h; AID 624296; also: potency is read from the fitted curve at half-maximal effect; % of control where 0% means no effect; nearly all actives have a fitted effect of over 50% in size
GLP1R cytotox: cytotoxicity in counter-screen for GLP-1R inverse agonists; AID 624418; HEK293 cAMP-luciferase reporter cells, luminescence, 24 h; Potency, µM (highest dose often 38.3 µM), inactives show top-dose activity change, negative = inhibition, hits mostly inhibitors; actives 0.13% (n = 410,000);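 also: loss of luciferase light is scored as toxicity; potency is read from the fitted curve at half-maximal effect; % is scaled to controls: 0 for no effect and ±100 for the full control effect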
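To flag toxic compounds, the library was rerun on cells for 24 hr at 37 deg C and 5% CO2. Viability-linked luminescence was captured 12 min after adding luciferase detection reagent.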
Active calls of the source: *; ? = inconclusive; nt = no result given; & = joins results of further samples; ! = repeats disagree; [ ] = remark or other dose. Unless noted, calls follow the shape of the dose curve; as a rule, active = well fitted curve in the direction sought with a large enough effect; inconclusive = small, poorly fitted or top-dose-only effect, or another doubt; inactive = no such curve, though single readings can be large; an effect the other way counts as inactive or inconclusive.

mol	SW480 rerep	D3 ag	KB-V1 cytotox	HT1080NT lethal	IL1B secr inh	HT1080 IDH1KD tx	KB-3-1 tox	MCF10A rerep	GLP1R cytotox
CCCCCc1c(C)nc(N2CCN(Cc3ccc4c(c3)OCO4)CC2)[nH]c1=O	-6%	-5	8%	3%	-1	23%	-3%	4%	-7%
Cc1c(C)c2cc(Cl)c(OCc3nn[nH]n3)cc2oc1=O	0%	-8	2%	12%	14	10%	1%	3%	-3%
O=C(NCCN1CCOCC1)c1csc2c1CCCC2	1%	-14	5%	1%	0	-4%	-11%	5%	-2%
COC(=O)c1ccc(NC(=O)CN(C)S(=O)(=O)c2ccc(OC)c(C)c2)cc1	4%	-7	?	-2%	11	-6%	16%	?	-7%
Cc1cc(=O)n2cccc(O)c2n1	?	-5	-22%	?	-57*	?	4%	5%	?
Cc1cc(C)c2c(c1)OC(=O)CC2c1ccc2c(c1)OCO2 (stereo unspecified)	-1%	1	22%	11%	11	3%	-4%	0%	-6%
CCc1nc2ccc(C(=O)NCc3ccccc3OC)cn2c1N(CC)Cc1cccc(Br)c1	nt	-18	16µM*	?	-21	?	?	nt	-20%
O=C(Cc1cc(=O)[nH][nH]1)N/N=C/c1c(Cl)cccc1Cl	7%&-2%	-4&-6	?	-8%&-14%	-100*!	0%&-3%	17%&10%	?	7%&-3%
CC(/C=C\c1cccnc1)=C/C(=O)O	-8%&-8%	-1&8	?	20%&19%	-3&8	18%&23%	8%&11%	4%&0%	2%&2%
COc1ccccc1-c1nnc(SC(C)C(=O)Nc2ccc(C(N)=O)cc2)o1 (stereo unspecified)	3%	13	1%	10%	17	17%	1%	-1%	-8%
CCOC(=O)C(=CNc1ncccc1C)C(=O)OCC	14%	12	?	21%	-26	23%	-3%	-6%	0%
O=S(=O)(NCCN1CCCC1)c1ccc(Cl)cc1	-1%	-18	?	14%	15	13%	10%	3%	11%
COc1ccc(COc2cccc(C=O)c2)cc1	?	-38	-11%	-19%	14	-12%	-9%	-3%	-1%
CC1CCCN(c2nc(-c3ccccc3O)nc3ccccc23)C1 (stereo unspecified)	nt	-4	-10%	nt	nt	nt	4%	nt	-4%
Cc1ccc(NC(=S)N(CCN(C)C)C(C)c2cccnc2)c(C)c1 (stereo unspecified)	11%	-2	-27%	15%	-12	13%	1%	?	9%
O=C(NCc1ccccc1C(F)(F)F)C1CC(O)CN1C(=O)Nc1ccccc1 (stereo unspecified)	-3%	3	7%	6%	-5	2%	7%	-1%	-13%
C=CCn1c(C(C)n2c(-c3cnccn3)nc3ccccc32)nc2ccccc21 (stereo unspecified)	nt	-17	?	3%	-19	0%	17%	nt	0%
CC1=NN(c2ccccc2)C(=O)/C1=C\c1cn(CCC#N)nc1-c1ccc(Cl)cc1	-37%[inhibitor]	-4	5%	0%	-85*	-6%	11%	1%	1%
Cc1ccccc1CC(=O)Nc1ccc2c(c1)c(=O)n(C)n2-c1cccs1	nt	-13	0%	?	0	-28%	?	nt	?
COc1ccc(-c2ccc(NS(=O)(=O)c3cccc(C)c3)cc2)nn1	nt	0	8%	nt	nt	nt	12%	nt	7%
CC1CCCCN1C(=O)c1c([N+](=O)[O-])cnn1C (stereo unspecified)	-2%	5	8%	9%	7	1%	-4%	-2%	1%
CCOC(=O)C(NC(=O)c1cccc(Cl)c1)(Nc1nnc(C)s1)C(F)(F)F (stereo unspecified)	6%	1	10%	13%	24	12%	7%	-2%	-5%
CC1(C)O[C@H]2[C@@H](O1)[C@@H](C(=O)Nc1ccccc1C(F)(F)F)O[C@@H]1OC(C)(C)O[C@@H]12	nt	-5	?	nt	nt	nt	4%	nt	-3%
Cc1nn(-c2ccccc2)c(N)c1C(c1ccccc1)c1c(C)nn(-c2ccccc2)c1N	-91%[inhibitor]	-3	8%	3%	-6	0%	-7%	-2%	-14%
O=C(CCCN1C(=O)/C(=C\c2ccccc2)SC1=S)Nc1ccc(O)cc1	?	-5	?	23µM*	-105*	15µM*	?	?	10µM*
OCn1c2ccccc2c2ccccc21	9%	-3	-20%	-4%	0	-3%	2%	6%	24%
COc1cccc(-c2nc3ccc([N+](=O)[O-])cc3o2)c1	1%	-1	-14%	-11%	-5	4%	-13%	-6%	-1%[7.66 µM]
CCc1cc2c(SCC(=O)C(C#N)=C3N(C)c4ccccc4N3C)ncnc2s1	-6%	-1	-7%	2%	4	0%	3%	-1%	1%
Cc1ccc(S(=O)(=O)N[C@H](C(=O)N2CCC(C(=O)N[C@@H](CC(=O)O)C(=O)O)CC2)C(C)C)cc1	-13%	23	-5%	1%	3	0%	0%	-7%	5%
CCOc1cc(C2NN=C(c3ccccc3)S2)ccc1OCc1ccc(F)cc1 (stereo unspecified)	0%	1	16%	-9%	30	-7%	2%	?	3%
COc1ccccc1-n1c(SCC(=O)O)nnc1-c1ccc(S(=O)(=O)N2CCCCC2)cc1	-2%	5	13%	8%	2	1%	0%	-28%	4%
O=C(CN1C(=O)NC(c2ccccc2)(c2ccccc2)C1=O)N1CCN(c2ccccc2F)CC1	-3%	-3	-3%	-27%	?	-6%	-9%	18%	-2%
Cc1cc(Nc2ccccc2)n(-c2nc3ccccc3[nH]2)n1	14%	19	?	?	?	?	?	?	?
COc1ccc(NC(=O)N2CCCC2C(=O)NCc2ccc(F)cc2)cc1 (stereo unspecified)	-3%	-1	1%	-5%	-1	1%	1%	3%	-2%
CCOC(=O)c1noc2ncn(Cc3ccc([N+](=O)[O-])cc3)c(=O)c12	nt	-17	-11%	nt	nt	nt	-4%	nt	1%
O=C(C1=C[C@@H](c2coc3ccccc3c2=O)C[C@@H](OCCCCO)O1)N1CCN(Cc2ccccc2)CC1	-27%	-21	-15%	-1%	2	-2%	1%	?	5%
CCC(C(=O)N1CCN(c2cc(C)ccc2C)CC1)n1nc(C)n2c(cc3occc32)c1=O (stereo unspecified)	nt	8	?	nt	nt	nt	?	nt	-15%
O=C(Nc1cccc(C(=O)N2CCN(c3cccc(Cl)c3)CC2)c1)c1nsc2ccccc12	nt	5	-14%	nt	nt	nt	-16%	nt	4%
CCC(=O)N1CCc2cc(CNC(=O)Nc3ccccc3Cl)ccc21	nt	-6	12%	nt	nt	nt	-20%	nt	9%
Nc1ccc(CSc2ccc(Cl)cc2)cc1	-13%	-5	2%	5%	-9	9%	18%	18%	3%
O=C1CSC(c2ccccn2)N1c1ccc(Br)cc1 (stereo unspecified)	-10%	-8	?	0%	22	-4%	-19%	9%	-7%
COc1ccnc(N=CNOCc2cccc(C(F)(F)F)c2)c1C#N	?	-5	?	-6%	38	-9%	-7%	-4%	0%
O=c1c2sc3ccccc3c2n(Cc2ccccc2F)c(=O)n1Cc1ccccc1	nt	-10	-15%	nt	nt	nt	0%	nt	0%
COc1cc(Br)c(/C=C/c2ccc3cccc(O)c3n2)cc1OC	-15%	-5	17%	-30%	-6	-18%	-5%	0%	-22%
Oc1c(N=NC(=S)Nc2ccccc2F)c2ccccc2n1Cc1ccccc1Cl	3%	-11	-12%	13µM*	?	-1%	4.1µM*	28%	6%
c1ccc(CN2CCN(c3nc(N4CCOCC4)c4ccccc4n3)CC2)cc1	?	-14	?	-3%	1	-14%	-9%	16µM*	1%
CC[C@H](CO)Nc1nc(Nc2cccc(Cl)c2)c2ncn(C(C)C)c2n1	?	4	?	?	-99*	?	-13%	-6%	?
Cn1c(=O)c2c(nc(Br)n2C/C=N/NC(N)=S)n(C)c1=O	?	-11	3%	-11%	nt	?	0%	?	-27%
CC(=O)Nc1cccc(NC(=O)C2CCCN2C(=O)Nc2cccc(F)c2)c1 (stereo unspecified)	9%[9.22 µM]	-14	4%	-4%	71	-5%	-12%	?	-3%
COc1ccc(C(=O)N2CCN(Cc3cc(=O)n4nc(-c5ccccc5C)sc4n3)CC2)cc1OC	nt	-7	6%	nt	nt	nt	0%	nt	3%
Cn1nnnc1SCC(=O)Nc1sccc1C(N)=O	-6%	-6	-1%	3%	5	17%	-6%	1%	3%
COC1CCN(C(=O)c2cc(COc3ccc(-n4cncn4)cc3)on2)CC1	-15%	5	-9%	4%	15	-3%	0%	18%	1%
COc1ccc2ccccc2c1-c1csc(N)n1	-45%	5	?	-3%	-13	8%	1%	-6%	-7%
COc1ccc(CC(=O)NCc2ccc3c(c2)OCO3)cc1	3%	-1	-21%	-5%	2	2%	-12%	-3%	-24%
Cc1ccc(S(=O)(=O)NN2C(=O)/C(=C/c3ccc(C(=O)O)cc3)SC2=S)cc1	0%	-17	16%	24%	-1	29%	-2%	-3%	-10%
O=C(/C=C/c1cccc([N+](=O)[O-])c1)n1cnc2ccccc21	5.8µM*	-11	?	?	-68*	2.6µM*	?	3.7µM*	-23%
C=CCn1c(=NC(=O)C2CCCCC2)sc2cc(NC(C)=O)ccc21	-5%	-2	-4%	-3%	9	9%	1%	8%	14%
CN1CCN(c2cccc3c2S(=O)(=O)N[C@H](Cc2ccccc2)CO3)CC1	nt	-9	13%	-26%	-5	-1%	14%	nt	-28%
COC(=O)COc1cccc(-n2cnnn2)c1	-15%	5	0%	-3%	19	8%	0%	-1%	7%

Screening data from PubChem.
